# Bioassay records from PubChem BioAssay.
# GLS inhibitor: blocks human kidney-isoform glutaminase activity. O94925. GLS enzymatic activity, qHTS titration. Potency, µM (series often up to 45.5 µM), for inactives: at the top dose activity change, negative = inhibition, usual class: inhibitors. 410,000 tested, 0.21% active. AID 624170; further: on the % scale 0 is the no-effect control and ±100 the full control effect
#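 Human kidney-isoform GLS in 45 mM KH2PO4 pH 8.2, 0.02% Tween-20, with compound, started with 1mM L-Glutamine (added stock). Glutamate oxidase/HRP/Amplex red coupled fluorescence read at start and after 30 min at RT.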
# Pin1 inhibitor: inhibitors of human Pin1; Q13526; Potency, µM (top dose mostly 115 µM), for inactives: top-dose activity, negative = inhibition, most hits filed as inhibitors; Pin1 FP peptide displacement, HiFluor488, 10 min; 390,000 tested, 0.009% active; active means well fitted inhibition curve with a large enough effect in the polarisation, with a control signal flat, not every such curve was filed as active; inconclusive means small, poorly fitted or top-dose-only effect, or effect the other way, or a change in a side signal; inactive means no such curve, though single readings can be large or run the other way; the % refers to the polarisation; further: on the % scale 0 is the no-effect control and ±100 the full control effect
# JMJD2A Tudor inh: blocks the human JMJD2A Tudor domain. AlphaScreen JMJD2A-Tudor / H3K4me3 peptide binding. 390,000 tested, 4.4% active. Potency, µM (titrated, usually from 114 µM), without a hit: at the top dose activity change, negative = inhibition, hits mostly inhibitors. O75164; further: on the % scale 0 is the no-effect control and ±100 the full control effect; nearly all actives have a fitted effect of over 50% in size
# PGK inhibitor: T. brucei PGK inhibition | PGK/GAPDH coupled, Kinase-Glo luminescence, 60 min | Potency, µM (titrated, usually from 57.5 µM), inactives show at the highest dose activity change, negative = inhibition, usual class: inhibitors | 380,000 tested, 0.043% active | AID 602233; further: on the % scale 0 is the no-effect control and ±100 the full control effect; nearly all actives have a fitted effect of over 60% in size
#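 Recombinant glycosomal PGK reaction used 1,3-bisphosphoglycerate generated in-well by GAPDH (100nM final) in 100mM TEA pH 7.6, 5mM MgCl2, 0.01% Tween-20. After 60 minutes at room temperature, ATP was read by Kinase-Glo Plus luminescence end-point.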
# rTrxR1 inhibitor: inhibitors of rat thioredoxin reductase 1; Potency, µM (series often up to 114 µM), for inactives: at the highest dose activity change, negative = inhibition, actives largely listed as inhibitors; 390,000 tested, 1% active; recombinant rTrxR1, NADPH fluorescence consumption, selenite substrate; O89049; further: on the % scale 0 is the no-effect control and ±100 the full control effect; nearly all actives have a fitted effect of over 65% in size
#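 Rat TrxR1 (90 nM in the dispensed reagent) was pre-reduced with 400 uM NADPH for 5 min at room temperature, then incubated with compound for 15 min. After 400 uM selenite was added, NADPH fluorescence (Ex 340/Em 450 nm) was followed for 8 min.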
# HP1b chromo inh: inhibitors of HP1-beta chromodomain binding to methylated histone tails. P83916. 390,000 tested, 0.56% active. AlphaScreen HP1-beta / biotin-H3K9me3 peptide binding. Potency, µM (series often up to 114 µM), for the others: top-dose activity change, negative = inhibition, actives largely listed as inhibitors; further: nearly all actives have a fitted effect of over 70% in size; inactives centre near 23
#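 Compound inhibition of the preformed complex between 50 nM HP1-beta and 50 nM biotinylated H3K9me3 peptide was read by AlphaScreen. Buffer was PBS pH 7.4 with 0.01% Tween-20. Incubations ran 30 min at room temperature, with 10 ug/mL donor/acceptor beads.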
# RGS4 inh: inhibitors of human regulator of G protein signaling 4. Potency, µM (titrated, usually from 114 µM), for inactives: at the highest dose activity change, negative = inhibition, most hits filed as inhibitors. AID 504845. Transcreener GDP fluorescence polarization, RGS4-accelerated GTP hydrolysis. 390,000 tested, 0.039% active. P49798; further: on the % scale 0 is the no-effect control and ±100 the full control effect; nearly all actives have a fitted effect of over 75% in size; some results filed as inactive show a strong effect at the top dose
#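 MLSMR compounds (23 nl, pin-transferred) preincubated 10 min at room temperature with a 500nM (2x) first reagent, then RGS4 at 900nM (2x) plus Transcreener GDP mix added; fluorescence polarization (620/688 nm) read before and after 90 min at 30 °C.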
# ALOX12 inh: ALOX12 (human) lipoxygenase inhibition; P18054; Potency, µM (doses to about 108 µM), without a hit: top-dose activity change, negative = inhibition, actives largely listed as inhibitors; 580,000 tested, 1.1% active; AID 1671190; purified 12hLO, xylenol orange hydroperoxide absorbance; further: on the % scale 0 is the no-effect control and ±100 the full control effect
# Target sequence (P18054 whole entry, looked up): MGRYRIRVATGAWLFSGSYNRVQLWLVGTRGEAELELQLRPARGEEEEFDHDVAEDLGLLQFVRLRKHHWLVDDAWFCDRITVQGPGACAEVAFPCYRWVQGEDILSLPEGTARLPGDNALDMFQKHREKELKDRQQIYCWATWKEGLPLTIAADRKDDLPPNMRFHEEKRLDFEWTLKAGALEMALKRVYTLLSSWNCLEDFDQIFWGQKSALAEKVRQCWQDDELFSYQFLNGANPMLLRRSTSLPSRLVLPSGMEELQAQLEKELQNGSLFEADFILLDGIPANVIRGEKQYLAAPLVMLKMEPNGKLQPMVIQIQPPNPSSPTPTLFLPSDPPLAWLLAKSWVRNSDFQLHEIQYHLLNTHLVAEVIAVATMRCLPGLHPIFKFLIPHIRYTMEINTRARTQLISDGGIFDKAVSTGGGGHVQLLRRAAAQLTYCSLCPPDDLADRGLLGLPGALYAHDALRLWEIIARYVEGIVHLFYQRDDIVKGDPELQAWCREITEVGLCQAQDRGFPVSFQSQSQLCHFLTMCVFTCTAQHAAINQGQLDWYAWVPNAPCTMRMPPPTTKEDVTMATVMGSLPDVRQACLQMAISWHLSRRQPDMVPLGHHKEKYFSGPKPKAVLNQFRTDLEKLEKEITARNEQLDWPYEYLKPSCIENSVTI
#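 Purified human 12hLO at 150 nM in 25 mM Hepes, 0.01% Triton X-100, pH 7.0, preincubated 15 min at room temperature with compound. Reaction started with 40 uM arachidonic acid, 30 min at room temperature. Hydroperoxide measured by Fe-xylenol orange, 573/405 nm absorbance ratio.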
# ERG-DNA inh: inhibitors of human ERG Ets domain-DNA interaction; 370,000 tested, 0.028% active; P11308; Potency, µM (series often up to 76.9 µM), for the others: at the highest dose FP activity, negative = inhibition, usual class: inhibitors; fluorescence polarization, His-ERG Ets domain / labelled DNA; AID 624246; active means well fitted inhibition curve with a large enough effect in the polarisation, with a control signal flat; inconclusive means small, poorly fitted or top-dose-only effect, or effect the other way, or a change in a side signal; inactive means no such curve, though single readings can be large or run the other way; the % refers to the polarisation;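 further: polarization taken with two DNA probes labelled with fluorescein and Texas red; % of control where 0% means no effect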
# Target sequence (P11308 whole entry, looked up, the tested form may be a part): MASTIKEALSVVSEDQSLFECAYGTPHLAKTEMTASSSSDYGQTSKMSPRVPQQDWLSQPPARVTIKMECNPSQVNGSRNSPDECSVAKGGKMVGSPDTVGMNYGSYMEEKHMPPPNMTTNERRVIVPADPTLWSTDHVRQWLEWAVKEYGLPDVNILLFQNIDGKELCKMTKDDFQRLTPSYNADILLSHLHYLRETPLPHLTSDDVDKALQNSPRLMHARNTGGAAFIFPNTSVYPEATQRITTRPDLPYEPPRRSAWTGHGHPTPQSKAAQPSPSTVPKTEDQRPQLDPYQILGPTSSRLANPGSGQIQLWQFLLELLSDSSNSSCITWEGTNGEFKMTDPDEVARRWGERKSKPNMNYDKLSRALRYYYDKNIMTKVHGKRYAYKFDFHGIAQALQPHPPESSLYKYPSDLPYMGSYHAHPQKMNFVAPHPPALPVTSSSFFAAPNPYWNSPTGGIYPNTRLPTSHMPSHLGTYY
#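 His-tagged ERG Ets domain (1 uM in the protein solution; 300mM KCl, 50mM Tris-HCl, 1mM EDTA, 1mM DTT, pH 7.5) received compound, then a probe mix of 5 nM fluorescein-DNA and 100nM Texas-615-DNA. Fluorescence polarization was read for both dyes.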
# Starred values were filed as active, the others as inactive; i = inactive; ? = inconclusive; nt = not tested or not shown; [ ] = dose if it differs, or a comment. Unless noted, the call rests on the fitted dose curve; in most records, active means well fitted curve in the direction sought with a large enough effect; inconclusive means small, poorly fitted or top-dose-only effect, or another doubt; inactive means no such curve, though single readings can be large; an effect the other way counts as inactive or inconclusive. Potency means the concentration at half of the fitted maximal effect.
# Values run as follows: GLS inhibitor | Pin1 inhibitor | JMJD2A Tudor inh | PGK inhibitor | rTrxR1 inhibitor | HP1b chromo inh | RGS4 inh | ALOX12 inh | ERG-DNA inh
O=C(CSc1ccc(-c2ccccc2)nn1)NCc1ccco1
    3% | -5% | -17%[57.1 µM] | 9% | -10% | 33% | -31%[56.9 µM] | 1% | 2%
O=C(CSc1nnc(NC2CCCCC2)s1)NC1CCS(=O)(=O)C1 (stereo unspecified)
    -7% | -2% | -15% | 1% | 9% | 14% | 11% | -35% | 1%
Cc1cccc(OCC(=O)Nc2cc(-c3ccccc3F)nn2-c2ccccc2)c1
    2% | 0% | 1% | -6% | 13%[57.1 µM] | 23%[57 µM] | 5% | 2% | -1%
Cn1cc(CN2CCC(C(O)CCc3ccccc3)CC2)c(-c2ccccc2F)n1 (stereo unspecified)
    7% | 0% | 2% | 3% | 9%[57.1 µM] | 23% | -21% | -5% | 8%
CC(C)NC(=O)c1onc(CSc2ccc(Cl)cc2)c1C(=O)NC(C)C
    0% | -5% | 13% | 7% | 13% | 62%[activator] | 2% | 0% | -1%
O=C(CN1CCN(S(=O)(=O)c2ccc(F)cc2)CC1)Nc1cc(C(F)(F)F)ccc1Cl
    0% | 1% | -4% | -3% | 11%[57.1 µM] | 21% | -45% | 86%[activator] | 2%
CCC1CCCCN1Cc1nc(Cc2ccccc2Cl)no1 (stereo unspecified)
    0% | -1% | 12% | 5% | 4% | 35%[activator] | -5% | 0% | -1%
CCn1c(=O)n(CC)c2cc(N3CCCCC3)c(NC(=O)Nc3cc(C)cc(C)c3)cc21
    16% | -7% | ? | 8% | 10%[57.1 µM] | 4% | 3% | 3% | 16%
Cc1noc(C)c1C(=O)Nc1cc(S(=O)(=O)N2CCCCC2)ccc1N(C)C
    10% | 3% | -19% | -4% | 1% | 12% | -34% | -14% | 1%
Cc1nc(SCC(=O)NC(=O)NC2CCCCC2)nc(C)c1C
    -10% | 2% | -26% | -9% | 5%[57.1 µM] | 38% | -13% | 0% | 8%
COc1ccc(N(CC(=O)Nc2cc([N+](=O)[O-])ccc2C)S(C)(=O)=O)cc1OC
    1% | -2% | 2% | -7% | 7% | 24% | -4% | -3% | 3%
COc1cc(/C=N/NC(=O)CNC(=O)c2cccs2)ccc1O
    20% | 3% | -14% | -6% | -22% | 38% | 10% | -10% | 1%
Cc1cccc(C)c1NC(=O)NN(C(=O)c1ccccc1)C(C)(C)C
    0% | 1% | 1% | 0% | 33%[activator] | 11% | -10% | -20% | -10%
CCN(Cc1ccccc1)Cc1c(O)ccc2oc(C)c(C(=O)Nc3ccccc3C)c12
    14% | 4% | -29% | -8% | 4% | -2% | 13% | -14% | 5%
CCCn1c(SCC(=O)Nc2cccc(F)c2)nc(O)cc1=O
    -3% | 13% | -5% | -9% | -10% | 32% | -15% | 19% | 8%[15.4 µM]
Cc1nnc2ccc(-c3ccc(NS(=O)(=O)c4ccccc4F)cc3)nn12
    13% | 3% | -15% | 4% | -8% | 49%[activator] | -2% | 2% | 11%
CCOC(=O)c1ccccc1NC(=O)Cn1cnc2c(nnn2-c2ccc(C)cc2)c1=O
    3% | 0% | -12% | -7% | 27%[57.1 µM] | 9% | -12% | 11% | -18%
CCc1ccc2nc3sc(C(=O)Nc4nnc(CC)s4)c(N)c3cc2c1
    -7% | ? | ? | -3%[11.5 µM] | 12% | 11% | -53% | ? | nt
Cc1ccc(CC(NC(=O)c2ccccc2)C(=O)NCC(=O)O)cc1 (stereo unspecified)
    3% | -6% | 5% | -1% | 15%[57.1 µM] | 28% | -18% | -5% | 8%
CC(=O)Nc1ccc(S(=O)(=O)N2CCSC2c2ccco2)cc1 (stereo unspecified)
    -1% | -5% | -20% | i | 16%[57.1 µM] | 13% | -4% | -5% | -16%
Cc1ccc(S(=O)(=O)/N=C(/Nc2ccccc2C)c2ccccc2)cc1
    1% | 1% | -6% | 4% | 9%[57.1 µM] | 9%[57 µM] | -10% | -50% | -6%
COc1cccc(-n2c(SCc3cccc(C)c3)nc3c([nH]c4ccccc43)c2=O)c1
    3% | 7% | -25% | -2% | 29%[57.1 µM] | 19%[57 µM] | -11% | -2% | 0%
O=S(=O)(Nc1ccc(-c2ccc3nncn3n2)cc1)c1cc(F)ccc1F
    5% | -4% | -19% | -4% | -9%[57.1 µM] | 28% | 22% | -1% | 25%
Cc1cc(C)cc(-n2c(C)cc(/C=N\NC(=O)COc3cccc4cccnc34)c2C)c1
    2% | 22% | ? | nt | 7% | 2% | -25% | -28% | 14%
Cc1cc(C)c2c3c(sc2n1)C(=O)N(C)CC(=O)N3
    5% | 5% | 3% | -7% | 9% | 14% | 7% | 0% | 1%
Cc1ccc(S(=O)(=O)N2C[C@@H]3c4ccccc4N(S(=O)(=O)c4ccc(C)cc4)[C@@H]3[C@@H](C)C2CC(=O)c2ccccc2)cc1 (stereo partly specified)
    1% | 1% | -16% | 7% | 11% | 21% | 6% | ? | -7%
Cc1nc2c(Cl)cc(Cl)cc2[nH]1
    8% | -4% | -11% | 0% | -6% | 18% | 19% | -9% | -3%
COc1ccc(N(C)C(=O)CCS(=O)(=O)c2cccc3nonc23)c(OC)c1
    -3% | 1% | -9% | i | -18% | 28% | 22% | -12% | 4%
Nc1nc(CSc2n[nH]c(-c3ccccc3)n2)nc(Nc2ccccc2)n1
    4% | ? | -26% | -2% | -2% | 16% | 8% | 0% | -8%
O=C(COc1ccc(Cl)cc1)N1CCN(C(=O)c2ccccc2F)CC1
    5% | 3% | -12% | -4% | 15%[57.1 µM] | -2% | -20% | -19% | 1%
CCCc1nc2ccccc2c(C(=O)OCC(=O)NCc2ccco2)c1CC
    -8% | -2% | -31% | -10% | -25% | -4% | -17% | -26% | -2%
CCc1ccc(OCC(=O)Nc2ncc3c(n2)CC(C)(C)CC3=O)cc1
    -7% | -5% | -9% | 0% | -8% | 20% | -2% | -8% | -4%
O=C1NC(=S)SC1=Cc1cc(Br)ccc1O
    4% | 13% | 20µM* | -1% | -32% | ? | ? | 25µM* | 117%[activator]
COc1ccc(/C=C2/CCCC(C(=O)C(F)(F)F)=C2O)cc1OC
    2% | 21% | -16% | -5% | ? | 39% | 3% | -12% | 19%
CCOc1ccc(/C=N/n2nnnc2N)cc1OCC
    -2% | 2% | 2% | i | -15% | 41%[activator] | 2% | 5% | 13%
CCc1nn2c(N3CCOCC3)cc(C)nc2c1-c1ccccc1
    -1% | -2% | 14% | i | 8%[2.29 µM] | 50%[activator] | 12% | 5% | 5%
CCC(C)Nc1nc(OCC(F)(F)F)nc(OCC(F)(F)F)n1 (stereo unspecified)
    0% | 1% | -7% | nt | 11% | 18% | -25% | 5% | -1%
Cc1cc(C)c(C)c(S(=O)(=O)N2C(=S)NC(=O)C2CC(C)C)c1C (stereo unspecified)
    15% | -6% | -10% | 0% | 11%[57.1 µM] | 29% | 6% | 31%[activator] | 1%
Cc1ccn2c(/C=N/OCc3ccc(F)cc3)c(-c3ccc(Cl)cc3)nc2c1
    -1% | 1% | 25% | -4% | 4%[57.1 µM] | 94%[activator] | 20% | 35%[activator] | 2%
Cc1cc(NC(=O)COC(=O)CC2CCCC2)c([N+](=O)[O-])cc1C
    1% | 2% | ? | -7% | 19% | -12% | 33% | 0% | -5%
COC(=O)c1ccc(C2C(Oc3ccccc3)C(=O)N2CCc2ccc(OC)c(OC)c2)cc1 (stereo unspecified)
    13% | -7% | 1% | -6% | 3% | 14% | 40% | -14% | -4%
N#Cc1c(-c2ccc(F)cc2)cc(-c2cccs2)nc1SCC(=O)O
    17% | 0% | -24% | nt | -13% | 102%[activator] | -50% | 0% | 4%
O=C(Cn1nnc2ccccc21)c1ccccc1
    8% | -1% | -2% | 10% | 11% | 24% | 13% | -20% | nt
CCOc1ccc(-c2c(C)nn3c(C)c(C(=O)NCCN(C)C)cnc23)cc1OCC
    -1% | 2% | -31% | nt | 8%[57.1 µM] | ? | 0% | -16% | -15%
CCc1ccccc1N(CC(=O)N1CCN(c2ccccc2F)CC1)S(C)(=O)=O
    0% | -1% | -4% | 3% | 5%[57.1 µM] | 36% | 27% | 0% | -2%
N#Cc1ccc(C(=O)N2CCN(c3ncccn3)CC2)cc1
    -6% | -6% | -13% | -2% | 12%[57.1 µM] | 15% | 21% | -4% | -11%
CC(c1ccc2c(c1)OCO2)n1c(=S)[nH]c2ccccc2c1=O (stereo unspecified)
    -1% | 5% | -15% | i | -4% | 52%[activator] | -36% | 46%[activator] | -9%
CCOC(=O)C1=C(C)N(c2ccccc2)C(=O)C1CC(=O)O (stereo unspecified)
    -9% | 6% | 5% | 1% | -27% | 49%[activator] | 6% | 12%[57.4 µM] | -1%
Cc1ccnc(NC(=O)CCC(=O)c2cc(C)sc2C)c1
    -3% | ? | -34% | -1% | 7% | -21% | 4% | -27% | 8%
Cc1ccc(S(=O)(=O)NCCc2ccc(S(N)(=O)=O)cc2)cc1
    nt | 2% | 21% | -9% | -19% | 54%[activator] | -20% | ? | -16%
Cc1nc(-c2cc(-c3nc(-c4cc(C(F)(F)F)cc(C(F)(F)F)c4)no3)no2)cs1
    6% | -7% | -7% | -10% | 42%[activator] | 40%[activator] | 2% | 206%[activator] | 8%
Cc1noc(C)c1CSCC(=O)Oc1ccc(N(C)S(=O)(=O)c2ccccc2)cc1
    4% | -4% | -3% | i | 0% | 42%[activator] | -25% | -6% | 4%

# Some of the compounds tested; count on the stated rates, not on these rows.
